M4 antag = antagonists of human muscarinic M4 receptor (CHRM4); actives 0.73% (n = 360,000); inhibition, % at 3 µM; CHO-hM4 cells, ACh EC80, Fluo-8 calcium fluorescence; AID 624125;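 active means inhibition above its plate's cutoff, the mean inhibition of sample wells plus 3 SD, cut at about 27% in these data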;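 further: 0% = acetylcholine EC80 with DMSO and 100% = DMSO without agonist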
Target sequence (P08173 whole entry, looked up): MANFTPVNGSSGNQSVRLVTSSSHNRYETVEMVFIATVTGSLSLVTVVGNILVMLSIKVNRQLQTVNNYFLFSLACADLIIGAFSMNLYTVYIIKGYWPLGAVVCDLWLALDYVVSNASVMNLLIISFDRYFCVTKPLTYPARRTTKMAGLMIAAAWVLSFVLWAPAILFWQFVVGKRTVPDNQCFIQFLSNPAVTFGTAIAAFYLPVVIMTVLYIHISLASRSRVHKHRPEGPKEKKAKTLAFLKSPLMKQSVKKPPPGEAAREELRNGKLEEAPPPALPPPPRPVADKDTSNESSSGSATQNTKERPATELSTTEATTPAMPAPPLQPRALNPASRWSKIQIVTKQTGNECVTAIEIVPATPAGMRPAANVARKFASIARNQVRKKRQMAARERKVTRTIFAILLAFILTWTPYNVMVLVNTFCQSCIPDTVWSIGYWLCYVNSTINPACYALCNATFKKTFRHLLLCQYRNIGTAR
M5 antag = CHRM5 antagonism in calcium assay. P08912. CHO-hM5 cells, Fluo-8 calcium fluorescence, ACh EC80. inhibition, % at 3 µM. actives 0.59% (n = 360,000). AID 624040;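 active means inhibition above a per-plate cutoff, the mean of that plate's test compounds plus 3 SD, cut at about 27% in these data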;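 further: 0% = acetylcholine EC80 with DMSO and 100% = DMSO without agonist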
M4 ag = CHRM4 agonism in calcium assay | P08173 | CHO-K1 hM4/Gqi5, Fluo-8 calcium fluorescence; vehicle 0%, full acetylcholine response 100% | activation, % at 3 µM | actives 0.14% (n = 360,000);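 active means activation above the run mean over all test wells plus 3 SD, cut at about 32% in these data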;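 further: peak over basal fluorescence ratio per well then scaled between controls; 0% = DMSO wells and 100% = acetylcholine at EC100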
CRFR2-BP ag = agonists of human CRF-binding protein/CRF-R2 receptor complex; HEK293 CRF-R2/CRF-BP, calcium dye fluorescence (FLIPR); percent of saturating CRF peptide response; activation, % at 13.2 µM; actives 0.46% (n = 350,000); AID 588473;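 active means activation of at least 50%, plus an integration ratio under a set limit after plate pattern correction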;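 further: plate controls were neutral control wells without compound for no effect and CRF at EC100 for full effect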
CHRM1 PAM = positive allosteric modulators of human M1 muscarinic receptor | P11229 | CHO-K1 hM1, Fluo-8 calcium fluorescence, ACh EC20; 0% = ACh EC20, 100% = maximal ACh | activation, % at 3 µM | actives 0.088% (n = 360,000); in the data active means activation above about 19%, passing the limit was not always enough
Target sequence (P11229 whole entry, looked up): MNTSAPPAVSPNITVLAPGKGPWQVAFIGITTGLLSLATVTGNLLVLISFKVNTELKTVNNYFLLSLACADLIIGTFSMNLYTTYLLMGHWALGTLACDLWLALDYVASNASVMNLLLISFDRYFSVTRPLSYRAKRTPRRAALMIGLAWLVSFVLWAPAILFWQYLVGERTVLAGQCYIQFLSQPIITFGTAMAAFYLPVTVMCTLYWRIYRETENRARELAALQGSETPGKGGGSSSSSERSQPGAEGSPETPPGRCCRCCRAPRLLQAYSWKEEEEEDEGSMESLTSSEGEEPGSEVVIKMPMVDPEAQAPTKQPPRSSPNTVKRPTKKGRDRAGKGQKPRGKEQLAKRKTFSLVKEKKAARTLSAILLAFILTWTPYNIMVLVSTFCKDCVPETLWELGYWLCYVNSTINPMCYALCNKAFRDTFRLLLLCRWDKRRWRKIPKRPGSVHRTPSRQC
M4 PAM = potentiates acetylcholine response at human M4 receptor; P08173; activation, % at 3 µM; CHO-K1 hM4/Gqi5, Fluo-8 calcium fluorescence, ACh EC20; 0% = ACh EC20, 100% = maximal ACh; actives 0.4% (n = 360,000);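 active means activation above its plate's cutoff, the mean activation of sample wells plus 3 SD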; further: some results filed as inactive read as strong as hits
CHRM5 agonist = CHRM5 agonism in calcium assay | P08912 | CHO-K1 hM5 cells, Fluo-8 calcium fluorescence; 0% DMSO wells, 100% maximal acetylcholine response | activation, % at 3 µM | actives 0.19% (n = 360,000);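 active means activation above the run's mean over test compounds plus 3 SD, cut at about 23% in these data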;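 further: signal is peak over basal fluorescence ratio across the kinetic read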
CHRM5 PAM = positive allosteric modulators of human muscarinic M5 receptor. P08912. CHO-K1 hM5, Fluo-8 calcium, ACh EC20 PAM; 0% = ACh EC20, 100% = ACh EC100. activation, % at 3 µM. actives 0.3% (n = 360,000). AID 624038;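 active means activation above the run cutoff, the mean activation of all test compounds plus 3 SD, cut at about 18% in these data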
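system = human M5 receptor in CHO-K1 cells | reagent = EC20 acetylcholine as agonist stimulus | compound dosing = single-point, 3 µM nominal | incubation = Fluo-8 loading 80 min at 37 °C plus 30 min room temperature | detection = Fluo-8 calcium dye fluorescence, kinetic read | benchmarks = low control EC20 acetylcholine (0%), high control EC100 acetylcholine (100%)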
M1 antag = human CHRM1 antagonism. P11229. CHO-K1 hM1, Fluo-8 calcium fluorescence, ACh EC80 antagonist. actives 1.3% (n = 360,000). inhibition, % at 3 µM;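 active means percent inhibition above its own plate's cutoff, namely the mean of that plate's compound wells plus 3 SD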;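 further: peak over basal fluorescence ratio during 140 s after agonist addition; 0% = ACh EC80 plus DMSO and 100% = DMSO alone without agonist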
An asterisk follows results filed as active; / = no result given.

Preview (two entries):
SMILES | M4 antag | M5 antag | M4 ag | CRFR2-BP ag | CHRM1 PAM | M4 PAM | CHRM5 agonist | CHRM5 PAM | M1 antag
COc1ccc(NC(=O)CCc2nnc3ccc(N4CCC(C)CC4)nn23)cc1 | -16 | 8 | 3 | -1.0 | 7 | 1 | -7 | -3 | -13
COc1ccc(CCNC(=O)c2ccc3c(c2)N(Cc2ccc(C)cc2)CCS3)cc1OC | 6 | 39* | 5 | -0.6 | -14 | -9 | -9 | -16 | 34

The list itself, previewed entries included:
SMILES | M4 antag | M5 antag | M4 ag | CRFR2-BP ag | CHRM1 PAM | M4 PAM | CHRM5 agonist | CHRM5 PAM | M1 antag
COc1ccc(NC(=O)CCc2nnc3ccc(N4CCC(C)CC4)nn23)cc1 | -16 | 8 | 3 | -1.0 | 7 | 1 | -7 | -3 | -13
COc1ccc(CCNC(=O)c2ccc3c(c2)N(Cc2ccc(C)cc2)CCS3)cc1OC | 6 | 39* | 5 | -0.6 | -14 | -9 | -9 | -16 | 34
Cc1ccccc1C(=O)Nc1ccc(N2CCN(C(=O)c3ccco3)CC2)cc1 | 3 | 9 | 3 | -1.6 | 3 | -1 | 1 | -1 | -1
CC(=O)NC1CC2CCCC(C1)N2C(=O)Nc1ccc(Cl)cc1 (stereo unspecified) | -5 | 1 | 2 | 1.2 | 7 | 3 | 1 | -1 | -7
COc1cccc(/C=N/NC(=O)CCCC(=O)Nc2ccc(Br)cc2)c1 | -7 | -2 | 1 | -0.2 | 6 | 0 | -1 | -5 | 1
CC(C)(C)OC(=O)C[C@@H]1C/C=C\C[C@H](CC(=O)N(CCO)Cc2ccccc2)C(=O)NC[C@@H](c2ccccc2)OC1=O | 5 | 0 | 3 | -2.3 | 1 | 5 | -5 | -2 | 9
CCOC(=O)N1CCC(NC(=O)C(Cc2ccccc2)NC(=O)c2ccco2)CC1 (stereo unspecified) | 0 | 8 | 0 | -1.6 | 9 | -5 | -1 | -5 | -16
COc1ccc(/C=N/N=C2\CC3CCC2(C)C3(C)C)cc1O (stereo unspecified) | 1 | -5 | 0 | 0.6 | 3 | -6 | -3 | 2 | -9
C(=N/N1CCN(c2ccccc2)CC1)/c1cccs1 | 1 | 0 | 0 | 0.4 | 1 | -1 | -1 | 0 | -2
CC(C)(C)n1ncc2c(=O)n(CC(=O)c3ccc(Cl)cc3)cnc21 | -3 | 3 | 7 | -2.1 | 0 | 4 | -1 | -9 | -5
CC1=C(C(=O)Nc2ccccc2C(=O)N2CCN(c3ccccc3)CC2)SCCO1 | -6 | 1 | 1 | 8.5 | 2 | -4 | 1 | -2 | -7
Cc1ccc(C(=O)NCC(=O)OCC(=O)NC(C)C2CC3CCC2C3)cc1 (stereo unspecified) | -7 | 9 | 2 | -1.3 | 10 | 3 | -3 | -7 | 2
CN(Cc1ccccc1)S(=O)(=O)c1ccc(S(=O)(=O)N(Cc2ccc(F)cc2)C2CCCC2)cc1 | -4 | 4 | 1 | 3.6 | 3 | 4 | -3 | -3 | -3
CC1(C(=O)NS(C)(=O)=O)CCN1C(=O)Cc1ccc(-c2ccccc2)cc1 (stereo unspecified) | -9 | 4 | 1 | / | 5 | 5 | 1 | -2 | -13
Cc1c(OC(C)C(=O)NCc2ccccn2)ccc2c3c(c(=O)oc12)CCC3 (stereo unspecified) | 10 | 10 | 7 | -1.5 | -7 | -9 | 4 | -4 | 1
O=C(c1cccc(Cl)c1)N1CCC(=O)N([C@H](COCc2ccccc2)Cc2ccccc2)CC1 | -19 | 0 | 2 | / | / | 1 | 2 | -1 | /
CN(CC(=O)Nc1ccccc1Br)C(=O)c1ccc2c(=O)n3c(nc2c1)CCC3 | 10 | -5 | 1 | -0.5 | 3 | 1 | 2 | 1 | -1
COc1ccc(-c2cc(C(=O)Nc3ccc(OC)c(OC)c3)no2)cc1 | 2 | -6 | 2 | 0.1 | 1 | 4 | -3 | 4 | -2
Cc1nc(NC(=O)/C=C/c2ccccc2)sc1C(=O)N(C)C | 7 | 2 | 2 | -0.5 | 7 | 13 | 1 | 6 | 4
CC(=O)Oc1c(Cl)cc(N(C(C)=O)S(=O)(=O)c2ccccc2)c2ccccc12 | 6 | 12 | 2 | -3.9 | 7 | -4 | -5 | -11 | -9
CC1=C(C(N)=O)C(c2ccccn2)n2nc(-c3ccccc3Cl)nc2N1 (stereo unspecified) | -4 | 1 | 1 | -1.3 | 6 | 1 | 1 | -3 | -10
COc1ccc(C(OC(=O)c2ccco2)C(=O)NC2CCCCC2)cc1 (stereo unspecified) | -7 | -5 | 1 | -0.6 | 9 | 8 | -8 | 10 | -9
CCOC(=O)[C@]12CCCC=C1N(Cc1ccccc1)C(=O)[C@H](CC(=O)N1CCN(C(=O)c3ccco3)CC1)C2 | 3 | 5 | 3 | / | / | -2 | 2 | 1 | /
Cn1c(=O)n(CCCO)c(=O)c2c1nc1n2CCCN1Cc1ccccc1 | -6 | -5 | 1 | 1.9 | 8 | 7 | -4 | 3 | -2
Cn1c(NC(=O)c2cccs2)c(-c2cccs2)c(=O)c2ccccc21 | -9 | 3 | 0 | -1.1 | 1 | 9 | 1 | -1 | 2

11 structures out of the list, sorted by count of non-hydrogen atoms, largest number first:
SMILES | M4 antag | M5 antag | M4 ag | CRFR2-BP ag | CHRM1 PAM | M4 PAM | CHRM5 agonist | CHRM5 PAM | M1 antag
CC(C)(C)OC(=O)C[C@@H]1C/C=C\C[C@H](CC(=O)N(CCO)Cc2ccccc2)C(=O)NC[C@@H](c2ccccc2)OC1=O | 5 | 0 | 3 | -2.3 | 1 | 5 | -5 | -2 | 9
CCOC(=O)[C@]12CCCC=C1N(Cc1ccccc1)C(=O)[C@H](CC(=O)N1CCN(C(=O)c3ccco3)CC1)C2 | 3 | 5 | 3 | / | / | -2 | 2 | 1 | /
CN(Cc1ccccc1)S(=O)(=O)c1ccc(S(=O)(=O)N(Cc2ccc(F)cc2)C2CCCC2)cc1 | -4 | 4 | 1 | 3.6 | 3 | 4 | -3 | -3 | -3
O=C(c1cccc(Cl)c1)N1CCC(=O)N([C@H](COCc2ccccc2)Cc2ccccc2)CC1 | -19 | 0 | 2 | / | / | 1 | 2 | -1 | /
CCOC(=O)N1CCC(NC(=O)C(Cc2ccccc2)NC(=O)c2ccco2)CC1 (stereo unspecified) | 0 | 8 | 0 | -1.6 | 9 | -5 | -1 | -5 | -16
Cc1ccccc1C(=O)Nc1ccc(N2CCN(C(=O)c3ccco3)CC2)cc1 | 3 | 9 | 3 | -1.6 | 3 | -1 | 1 | -1 | -1
CC(=O)Oc1c(Cl)cc(N(C(C)=O)S(=O)(=O)c2ccccc2)c2ccccc12 | 6 | 12 | 2 | -3.9 | 7 | -4 | -5 | -11 | -9
CC1(C(=O)NS(C)(=O)=O)CCN1C(=O)Cc1ccc(-c2ccccc2)cc1 (stereo unspecified) | -9 | 4 | 1 | / | 5 | 5 | 1 | -2 | -13
COc1ccc(-c2cc(C(=O)Nc3ccc(OC)c(OC)c3)no2)cc1 | 2 | -6 | 2 | 0.1 | 1 | 4 | -3 | 4 | -2
CC(=O)NC1CC2CCCC(C1)N2C(=O)Nc1ccc(Cl)cc1 (stereo unspecified) | -5 | 1 | 2 | 1.2 | 7 | 3 | 1 | -1 | -7
Cc1nc(NC(=O)/C=C/c2ccccc2)sc1C(=O)N(C)C | 7 | 2 | 2 | -0.5 | 7 | 13 | 1 | 6 | 4

The list goes on:
SMILES | M4 antag | M5 antag | M4 ag | CRFR2-BP ag | CHRM1 PAM | M4 PAM | CHRM5 agonist | CHRM5 PAM | M1 antag
CCc1cc(N2CCOCC2)cc2c1[nH]c1ccccc12 | -5 | 1 | 0 | -0.4 | 7 | 3 | -2 | -4 | -10
CCN(CC)C(=O)Cn1cc(S(=O)(=O)CC(=O)NCc2ccccc2)c2ccccc21 | -11 | 6 | 2 | -1.0 | 5 | -4 | -3 | -5 | -10
CC(C)(C)C1=C[C@@H](CO)C[C@@H](CO)C1 | 3 | -3 | 0 | -3.4 | 5 | 6 | 0 | 1 | -21
O=C(NCCCN1CCCC1=O)c1sc2ccccc2c1Cl | -11 | -3 | 3 | 2.4 | 4 | 6 | -1 | 0 | 0
COc1ccc2cc(-c3ccccc3)c(=O)oc2c1 | 0 | -4 | 6 | 1.3 | 2 | 1 | 1 | 7 | -7
COC(=O)C1N[C@@H]([C@@H](NC(=O)COc2ccccc2)C(=O)NC2CC2)SC1(C)C (stereo partly specified) | 8 | 17 | 2 | -1.7 | -9 | 10 | -2 | -3 | 19
Cn1c(Sc2ccc(Cl)cc2)c(C=O)c2ccccc21 | -2 | 3 | -3 | 6.8 | -3 | -11 | -7 | -14 | 7
COc1ccc(CCC(=O)N2CCN(c3ccccc3)CC2)cc1OC | -6 | -3 | 3 | -1.0 | 16 | 7 | -1 | 4 | -9
COc1cc(S(=O)(=O)NCc2ccc(F)cc2)ccc1-n1cnnn1 | 18 | 11 | 3 | 0.7 | 0 | -10 | 1 | -4 | -2
CNc1ccc(OC)cc1-n1cnc(-c2ccc([N+](=O)[O-])cc2)c1 | -2 | 7 | 0 | 0.9 | 9 | -5 | -5 | 6 | -12
CCOc1cc(OCC)cc(C(=O)N2CCC[C@H]2C(=O)N2CCC[C@H]2C(=O)NCc2ccncc2)c1 | -6 | 16 | 0 | / | / | 1 | 0 | -10 | /
CC1CCCC(NC(=O)COC(=O)c2ccc([N+](=O)[O-])o2)C1C (stereo unspecified) | 7 | 20 | 0 | -2.2 | -4 | -3 | -3 | -11 | 4
CCOc1ccc(NC(=O)CN2CCN(CC(=O)Nc3ccc(Cl)c(C(F)(F)F)c3)CC2)cc1 | 21 | 20 | 19 | -0.6 | -3 | 3 | 8 | -11 | 13
Cc1ccc(S(=O)(=O)C2C(=O)NC3(C)CC2c2ccccc2O3)cc1 (stereo unspecified) | -4 | 0 | 1 | -2.2 | 8 | -3 | -3 | -5 | -4
COc1ccc2oc(C(=O)OCC(=O)NC(=O)c3ccccc3)c(C)c2c1 | 4 | -11 | 3 | 0.4 | 9 | -5 | -2 | 5 | -16
COc1cc(-c2ccc(Nc3ccccc3C(=O)O)c(OC)c2)ccc1Nc1ccccc1C(=O)O | -1 | 3 | -1 | -1.3 | 3 | -3 | 0 | 3 | -8
O=C(/C=C/c1ccc(F)cc1)NC(=S)NC1CCCCC1 | -1 | -1 | 0 | 3.2 | 9 | -19 | 3 | 2 | -2
CN(C(=O)COC(=O)c1ccccc1SCC(=O)N1CCCC1)c1ccccc1 | -10 | 20 | 22 | -1.5 | -12 | -11 | 2 | -14 | 22
